# Bioassay records as filed in PubChem BioAssay.
# hgDAF12 agonist: agonists of H. glycines DAF-12 nuclear receptor | HEK293 GAL4-hgDAF12 UAS-luciferase reporter, agonist luminescence; normalized to butyrate control | activation, % at 6.8 µM | 1.8% of 370,000 active | AID 687014;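 active means activation above a cutoff set at the mean of all screened compounds plus 3 SD, cut at about 10% in these data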;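 further: 0% = DMSO wells and 100% = sodium butyrate wells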
# FXN GAA850 act: activators of GAA850 frataxin (FXN) promoter. HEK293 lucGAA850 FXN promoter luciferase reporter, 24 h; percent of 10 µM SAHA response. activation, % at 6 µM. 0.56% of 360,000 active;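 active means activation above the average of all compounds screened plus 3 SD, cutoff fixed separately per campaign, cut at about 7.5% in these data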;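 further: 0% = DMSO wells and 100% = 10 µM SAHA wells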
# NPR2 activator: GC-B (human) receptor activation | activation, % at 10 µM | P20594 | 0.11% of 370,000 active | HEK293-GC-B cells, CNP EC30, cGMP TR-FRET; 0% at EC30 CNP, 100% saturating CNP;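 active means activation at 10 µM reaching about 35% in either raw or pattern-adjusted values, limit read from the data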
# Target sequence (P20594 whole entry, looked up): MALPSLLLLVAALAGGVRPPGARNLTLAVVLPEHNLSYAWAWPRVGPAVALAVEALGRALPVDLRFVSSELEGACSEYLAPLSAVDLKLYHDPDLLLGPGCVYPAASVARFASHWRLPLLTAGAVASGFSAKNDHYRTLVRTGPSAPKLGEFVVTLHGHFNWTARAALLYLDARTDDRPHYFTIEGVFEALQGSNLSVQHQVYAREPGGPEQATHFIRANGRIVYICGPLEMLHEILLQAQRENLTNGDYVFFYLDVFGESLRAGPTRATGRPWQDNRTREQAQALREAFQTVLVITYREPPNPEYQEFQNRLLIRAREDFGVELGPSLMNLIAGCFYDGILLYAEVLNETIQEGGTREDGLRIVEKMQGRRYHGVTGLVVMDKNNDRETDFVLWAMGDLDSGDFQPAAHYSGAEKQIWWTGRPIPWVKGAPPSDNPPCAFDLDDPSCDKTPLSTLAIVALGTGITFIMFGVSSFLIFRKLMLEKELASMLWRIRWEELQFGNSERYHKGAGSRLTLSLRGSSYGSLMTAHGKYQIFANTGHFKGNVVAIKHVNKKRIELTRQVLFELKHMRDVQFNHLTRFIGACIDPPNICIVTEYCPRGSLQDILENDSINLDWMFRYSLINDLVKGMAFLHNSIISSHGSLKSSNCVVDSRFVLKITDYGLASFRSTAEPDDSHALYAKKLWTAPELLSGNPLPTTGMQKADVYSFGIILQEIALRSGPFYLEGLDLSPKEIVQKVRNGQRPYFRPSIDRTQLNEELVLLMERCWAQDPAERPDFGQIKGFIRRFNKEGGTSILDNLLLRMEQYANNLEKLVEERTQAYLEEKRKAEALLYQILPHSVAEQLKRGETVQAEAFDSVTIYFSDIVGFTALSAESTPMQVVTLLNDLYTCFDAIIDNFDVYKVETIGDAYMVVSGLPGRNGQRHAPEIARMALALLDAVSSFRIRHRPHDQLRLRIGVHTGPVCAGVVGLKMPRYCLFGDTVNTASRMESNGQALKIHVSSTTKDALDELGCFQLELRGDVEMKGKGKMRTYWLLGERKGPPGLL
# proKLK7 act: activators of human kallikrein-7 zymogen; P49862; purified proKLK7, EDANS-DABCYL substrate fluorescence; 100% is mature enzyme control, 0% vehicle; activation, % at 7 µM; 0.9% of 370,000 active; AID 652039;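 active means activation above the mean of all tested compounds plus 3 SD, computed per campaign excluding outliers beyond control limits, cut at about 13% in these data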
# NPR1 activator: GC-A (human) enzyme activation | HEK293 GC-A cells, cGMP TR-FRET, EC30 ANP; 0% at EC30 ANP, 100% saturating ANP | activation, % at 10 µM | 0.14% of 370,000 active; in the data active means activation above about 40%
# ssDAF12 agonist: S. stercoralis DAF-12 activation, primary screen | HEK293 ssDAF-12/GRIP1 lit1-tk-luc reporter, luminescence; % of 3 µM dafachronic acid response | activation, % at 6.8 µM | 1% of 370,000 active;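 active means activation above the mean over all tested compounds plus 3 SD, cut at about 0.9% in these data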;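 further: 0% = DMSO-only wells and 100% = 3 µM delta7-dafachronic acid wells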
# hcDAF12 agonist: activates DAF-12 receptor from parasite H. contortus. activation, % at 6.8 µM. HEK293 hcDAF-12 lit1-tk-luc reporter, luminescence; 0% DMSO, 100% Δ7-dafachronic acid. AID 652067. 1.4% of 370,000 active;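 active means activation above the mean of all tested compounds plus 3 SD, cut at about 5.5% in these data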;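 further: 100% = response to 3 µM Δ7-dafachronic acid high control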
# DAX1 inh-1: inhibitors of human orphan nuclear receptor DAX1 (NR0B1) | inhibition, % at 6.75 µM | HEK293 Gal4-DAX1 luciferase reporter, luminescence | AID 504766 | 0.99% of 340,000 active;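 active means inhibition above the mean over all tested compounds plus 3 SD, cut at about 4.2% in these data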;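 further: 0% = DAX1-transfected cells with DMSO and 100% = empty-vector control cells with DMSO; inhibition shows as a rise in luminescence from relieved DAX1 repression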
# HGIII-sPLA2 inh: Inhibits HGIII-sPLA2 liposome hydrolysis, primary screen. Q9NZ20. 0.56% of 370,000 active. QFRET BODIPY PC-A2 liposome hydrolysis, fluorescence. inhibition, % at 12.2 µM;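 active means inhibition above mean plus 3 SD of compounds lying within the high and low control bounds, cut at about 19% in these data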;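 further: 0% = median of test compound wells and 100% = no enzyme DMSO wells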
# DAX1 inh-2: DAX1 (NR0B1) inhibition, primary screen | HEK293T StAR-luciferase reporter, SF-1/DAX-1 repression relief | inhibition, % at 6.8 µM | 1.1% of 370,000 active | AID 652010;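 active means inhibition above the mean over all tested compounds plus 3 SD, cut at about 3.6% in these data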;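 further: 0% = DAX-1 cells with DMSO and 100% = cells lacking DAX-1 with DMSO; higher inhibition means more luminescence from relief of DAX-1 repression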
# SMARCA2 activ: increases SMARCA2 function in MMTV reporter cells; MG213 cells, MMTV-luciferase reporter, dexamethasone, overnight; activation, % at 9.1 µM; 1% of 370,000 active; in the data active means activation above about 7.8%;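 further: 0% = vehicle wells and 100% = reference activator wells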
# * = called active by the depositor.
# Letters – A = hgDAF12 agonist; B = FXN GAA850 act; C = NPR2 activator; D = proKLK7 act; E = NPR1 activator; F = ssDAF12 agonist; G = hcDAF12 agonist; H = DAX1 inh-1; I = HGIII-sPLA2 inh; J = DAX1 inh-2; K = SMARCA2 activ
> COc1ccc(CN2CCNC(=O)C2CC(=O)N(C)CC2CCOCC2)c(F)c1 (stereo unspecified)
  A: 0.9	B: -0.6	C: 2	D: 0.1	E: 2	F: -1.0	G: -0.5	H: 0.7	I: 2	J: -0.4	K: -2

> Cc1c(Cl)cccc1NC(=O)CNC(=O)Cc1c[nH]c2ccccc12
  A: 0.6	B: 1.5	C: -1	D: 0.5	E: 2	F: -0.6	G: 1.5	H: 0.3	I: -54	J: -0.1	K: 2

> COc1ccc(-n2nc3c(N4CCC(C(=O)N5CCCCCC5)CC4)nnc(C)c3c2C)cc1
  A: -1.2	B: 2.1	C: -4	D: 1.5	E: 5	F: -1.3	G: -1.5	H: -0.1	I: -3	J: 0.0	K: -2

> Cn1nc(C(=O)Nc2cccc(C(F)(F)F)c2)c2ccccc2c1=O
  A: 2.8	B: -2.0	C: -5	D: -0.7	E: 1	F: -1.5	G: -1.1	H: -1.5	I: -10	J: -0.8	K: 0

> COc1ccc(C2c3ccc(O)cc3Oc3ncn(CCCO)c(=N)c32)cc1OC (stereo unspecified)
  A: -0.6	B: 3.3	C: 3	D: -0.5	E: -2	F: -0.9	G: 2.3	H: 0.6	I: 2	J: -0.2	K: 2

> Cc1ccc(C(=O)NCC(=O)NCC(=O)OCc2ccc(Cl)cc2)cc1
  A: 3.4	B: 0.1	C: -5	D: -0.6	E: 0	F: -1.8	G: -0.9	H: 0.1	I: -5	J: 0.3	K: -5

> O=C(O)CCCCCN1C(=O)C(O)=C(C(=O)/C=C/c2ccccc2)C1c1ccccc1[N+](=O)[O-] (stereo unspecified)
  A: 8.9	B: 2.3	C: 0	D: -0.7	E: 0	F: -0.4	G: 2.3	H: 0.5	I: -13	J: 0.8	K: -2

> CCn1c(=O)cc(OCC(=O)O)c2ccccc21
  A: 1.4	B: 0.3	C: -1	D: 0.2	E: 1	F: -1.1	G: 0.4	H: -0.1	I: 7	J: -0.8	K: -1

> CCN=C1SC(CC(=O)NC(C)c2ccccc2)C(=O)N1CC (stereo unspecified)
  A: -0.1	B: 1.6	C: 5	D: 0.0	E: 1	F: -1.4	G: -0.8	H: -0.4	I: 2	J: 0.1	K: 1

> COc1ccc(C(Nc2cccc([N+](=O)[O-])c2)P(=O)(OC(C)C)OC(C)C)cc1 (stereo unspecified)
  A: 0.5	B: 4.0	C: -16	D: 0.2	E: -19	F: -1.1	G: -0.4	H: 1.9	I: -10	J: -0.3	K: 3

> CCc1ccccc1NC(=S)N(CCN1CCOCC1)C1CCN(C(C)=O)CC1
  A: -2.2	B: 0.6	C: 6	D: -0.3	E: 1	F: -2.3	G: -1.9	H: 0.9	I: 5	J: 1.2	K: -4

> CC(Cc1ccccc1)NC(=O)CCCN1C(=O)c2ccccc2C1=O (stereo unspecified)
  A: -2.0	B: -2.1	C: 4	D: -0.3	E: 3	F: -1.5	G: 0.0	H: 0.3	I: 2	J: 0.0	K: 0

> CC(=O)Nc1cccc(NC(=O)c2ccccc2OCc2c(C)noc2C)c1
  A: 1.9	B: -0.7	C: 2	D: 0.0	E: -3	F: -0.9	G: -1.3	H: -1.7	I: 13	J: -1.0	K: -2

> COc1cc(C(=O)N2CCN(S(=O)(=O)c3cc(C)ccc3C)CC2)ccc1OCC(=O)N1CCOCC1
  A: 1.6	B: 0.7	C: 3	D: 0.4	E: 2	F: -1.1	G: -0.4	H: -0.6	I: -2	J: 3.6	K: -2

> CSC(=NNC(=O)c1ccccc1O)SC
  A: -0.4	B: -4.2	C: 5	D: 0.3	E: -4	F: -1.7	G: -0.3	H: 1.3	I: 11	J: -0.4	K: 1

# Further results
# Letters – A = hgDAF12 agonist; B = FXN GAA850 act; C = NPR2 activator; D = proKLK7 act; E = NPR1 activator; F = ssDAF12 agonist; G = hcDAF12 agonist; H = DAX1 inh-1; I = HGIII-sPLA2 inh; J = DAX1 inh-2; K = SMARCA2 activ
> Cc1c(Cc2ccccc2)c(=O)oc2c(C)c(OCC(=O)NCC3CCC(C(=O)O)CC3)ccc12 (stereo unspecified)
  A: 2.0	B: 0.6	C: -6	D: -1.1	E: 3	F: 0.8	G: 7.3*	H: 1.8	I: 0	J: 0.6	K: -1

> CC(C)(C)C(=O)COC(=O)CNC(=O)c1ccc(Oc2ccccc2)cc1
  A: -3.6	B: 2.2	C: -1	D: 0.0	E: 42*	F: -1.1	G: 2.5	H: 0.0	I: 1	J: 0.1	K: -3

> COc1ccc(NC(=O)CSc2nnnn2C2CC3C=CC2C3)cc1 (stereo unspecified)
  A: 3.5	B: 1.3	C: -3	D: 0.1	E: 1	F: -0.7	G: -0.5	H: 0.2	I: -7	J: 0.0	K: 3

> CCCCN(C(=O)CSc1nnc(Nc2ccccc2)s1)c1c(N)n(CCC)c(=O)[nH]c1=O
  A: 2.3	B: 1.5	C: -1	D: 0.7	E: 1	F: -1.4	G: 1.1	H: 0.6	I: -7	J: 1.3	K: -2

> COc1ccc(Cc2nnc(NC(=O)c3c(-c4ccccc4)noc3C)s2)cc1OC
  A: 0.3	B: 0.9	C: 5	D: 0.3	E: 6	F: -0.3	G: 2.6	H: 0.3	I: -17	J: -1.9	K: 0

> COc1ccc(C(=O)n2cnnc2N)cc1
  A: -0.7	B: 0.7	C: -6	D: -0.7	E: 5	F: -0.2	G: 0.2	H: 0.2	I: 5	J: -0.1	K: -1

> O=C(NCc1ccco1)/C(=C/C=C\c1ccccc1)NC(=O)c1ccc(Br)o1
  A: 1.4	B: 0.9	C: -3	D: 0.4	E: -8	F: -1.7	G: 2.9	H: 1.1	I: 5	J: 0.3	K: -4

> O=C(CSc1cn[nH]n1)Nc1ccc(Cl)cc1Cl
  A: 4.0	B: -2.9	C: 2	D: -0.2	E: 3	F: -1.4	G: -1.1	H: -1.0	I: -13	J: -0.7	K: -4

> COc1ccc(NC(=O)C2CC(=O)OC2(C)C)cc1 (stereo unspecified)
  A: -1.1	B: -0.6	C: 0	D: -0.2	E: 1	F: -1.8	G: -0.8	H: 1.4	I: 1	J: 0.0	K: -1

> CCN(CC(=O)Nc1ccc(OC)cc1)CC(=O)Nc1cccc(C#N)c1
  A: -3.1	B: 2.3	C: -3	D: -0.3	E: -3	F: -1.0	G: 0.7	H: 1.0	I: -4	J: -0.3	K: 1

> CCOC(=O)c1sc(=NC(=O)c2ccc(Cl)s2)n(C)c1C
  A: 8.4	B: 4.9	C: 2	D: -0.2	E: 9	F: 0.5	G: 6.7*	H: 2.5	I: -2	J: 2.0	K: -1

> COc1ccc(NC(=O)CSc2nnc(NC(=O)C3CC3)s2)cc1OC
  A: -0.1	B: 0.5	C: 0	D: 0.6	E: -4	F: -0.7	G: 5.3	H: -1.1	I: -3	J: -0.8	K: 0

> COc1ccccc1N(CC(=O)NCCSC(C)(C)C)S(C)(=O)=O
  A: 1.0	B: -0.7	C: 7	D: 0.3	E: 1	F: -1.5	G: -0.9	H: -0.7	I: -1	J: 0.8	K: 5

> COc1ccccc1C(=O)NCCCNc1ccc([N+](=O)[O-])cc1
  A: -0.6	B: 1.9	C: 2	D: -0.2	E: 1	F: -0.7	G: -0.9	H: 2.8	I: -6	J: 0.0	K: 0

> CCN(CC(=O)NCc1cccs1)C(=O)c1cccc(S(=O)(=O)Nc2cccc(C)c2)c1
  A: 0.5	B: -0.5	C: 3	D: -0.2	E: 2	F: -0.8	G: 1.9	H: 0.3	I: -7	J: -1.1	K: -2

# Complete entries, looked up by structure:
# `COc1ccc(CN2CCNC(=O)C2CC(=O)N(C)CC2CCOCC2)c(F)c1` (stereo unspecified) in the list: hgDAF12 agonist: 0.9; FXN GAA850 act: -0.6; NPR2 activator: 2; proKLK7 act: 0.1; NPR1 activator: 2; ssDAF12 agonist: -1.0; hcDAF12 agonist: -0.5; DAX1 inh-1: 0.7; HGIII-sPLA2 inh: 2; DAX1 inh-2: -0.4; SMARCA2 activ: -2
# `CCc1ccccc1NC(=S)N(CCN1CCOCC1)C1CCN(C(C)=O)CC1` in the list: hgDAF12 agonist: -2.2; FXN GAA850 act: 0.6; NPR2 activator: 6; proKLK7 act: -0.3; NPR1 activator: 1; ssDAF12 agonist: -2.3; hcDAF12 agonist: -1.9; DAX1 inh-1: 0.9; HGIII-sPLA2 inh: 5; DAX1 inh-2: 1.2; SMARCA2 activ: -4

# Additional compounds.
# Letters – A = hgDAF12 agonist; B = FXN GAA850 act; C = NPR2 activator; D = proKLK7 act; E = NPR1 activator; F = ssDAF12 agonist; G = hcDAF12 agonist; H = DAX1 inh-1; I = HGIII-sPLA2 inh; J = DAX1 inh-2; K = SMARCA2 activ
> CC1=C(C)CC(C(=O)NCc2ccccc2F)C(C(=O)O)C1 (stereo unspecified)
  A: 0.9	B: -0.4	C: -4	D: -0.8	E: -1	F: -1.0	G: -0.8	H: 2.6	I: -9	J: 0.1	K: -1

> COc1cc(/C=C/C(=O)OCC(=O)c2ccc3c(c2)NC(=O)CO3)ccc1OC(F)F
  A: 1.5	B: 0.7	C: 3	D: 0.4	E: 2	F: -1.4	G: -1.2	H: 0.3	I: -1	J: 0.4	K: 6

> CSc1cccc(NC(=O)CN(C)S(=O)(=O)c2ccccc2)c1
  A: 2.5	B: 1.7	C: -1	D: -0.2	E: 1	F: -0.6	G: 0.6	H: 0.0	I: -6	J: 0.1	K: 2

> CC(C)(C)NC(=O)CN(C(=O)C1(C)CC(=O)N=C2C=CC=CN21)C1CCCC1 (stereo unspecified)
  A: -1.3	B: -0.5	C: 5	D: 3.4	E: 3	F: -1.6	G: -1.0	H: 1.2	I: -1	J: -0.9	K: 0

> CC(C)Oc1ccccc1/C=N/n1nnnc1N
  A: 0.2	B: 0.9	C: -8	D: 0.8	E: 5	F: -1.9	G: -1.8	H: 1.2	I: -1	J: -0.5	K: -2

> CC(C)C1O/C(=N/C(=O)Nc2ccc(Cl)c(Cl)c2)NC1=O (stereo unspecified)
  A: 2.7	B: 0.8	C: 3	D: 0.9	E: 6	F: -0.4	G: -0.2	H: 3.0	I: -2	J: -0.2	K: -5

> O=C(COC(=O)C1CCCO1)Nc1cccc(C(F)(F)F)c1 (stereo unspecified)
  A: -1.6	B: 0.9	C: 4	D: -0.5	E: -3	F: -0.7	G: -1.3	H: -0.2	I: 3	J: -0.4	K: -4

> CC(C)C[C@H](NC(=O)[C@@H]1Cc2ccccc2CN1)C(=O)Nc1ccc(C(C)C)cc1
  A: -0.1	B: 0.7	C: -2	D: 0.0	E: 4	F: -0.9	G: 0.0	H: -0.4	I: 0	J: 0.0	K: 0

> COc1cc(CN(C(=S)NCC(=O)NC2CC2)C2CCCC2)cc(OC)c1OC
  A: -0.3	B: 1.9	C: -1	D: -0.2	E: 0	F: -0.9	G: 0.0	H: -1.9	I: 2	J: 0.8	K: 9.6*

> COC(=O)c1cc(C(=O)N2CCOCC2)cc([N+](=O)[O-])c1
  A: 0.3	B: 1.0	C: -5	D: 0.3	E: 5	F: -1.9	G: 2.0	H: 1.3	I: 1	J: 0.0	K: -2

> Cc1ccc(C(=O)NCCNC(=O)COc2ccc(Cl)cc2)cn1
  A: -1.5	B: 0.5	C: 1	D: -0.4	E: 0	F: -0.6	G: -1.1	H: 1.3	I: -1	J: 0.3	K: 0
